# Screening data deposited in PubChem BioAssay by National Center for Advancing Translational Sciences (NCATS).
# FBPA coupling cs: coupling enzyme interference in Giardia aldolase counter-screen; activity change, negative = inhibition, % at 58.2 µM, hits read low; coupling enzyme system counterscreen, AmpLite Red fluorescence; actives 0.67% (n = 290,000); in the data active = activity change below about -30%; note: % is set by controls: 0 for no effect and ±100 for the full control effect
#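 First, compound is pin-transferred into glyceraldehyde-3-phosphate coupling-enzyme reagent at 57.5 uM final and held 10 min at RT. Next, substrate, coupling system and AmpLite Red are added. After 20 min RT, fluorescence (525/598 nm) is read.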
# AT treatment: potential ataxia-telangiectasia treatment; […] A-T fibroblasts, KAP-1 phosphorylation AlphaLISA; neocarzinostatin DNA damage 30 min before lysis; Potency, µM (series often up to 57.5 µM), for the others: top-dose activation, usual class: activators; actives 0.19% (n = 320,000); AID 485349; note: potency is the fitted concentration of half-maximal effect; % of control where 0% means no effect; nearly all actives have a fitted effect of over 45% in size
#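 ATM-like activity read as KAP-1 phosphorylation via AlphaLISA donor/acceptor antibody pairs after lysis and 6 hr at 25C. Cells were ATM-null patient fibroblasts ([…], hTERT), dosed 60 min, then exposed to the DSB inducer NCS for 30 min.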
# Integrin act MD: activates integrin-mediated alleviation for muscular dystrophy; alpha7betagal myoblasts, beta-gal FDG fluorescence, 48 h; Potency, µM (doses to about 38.3 µM), for inactives: at the highest dose activation, usual class: activators; actives 0.064% (n = 350,000);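 note: potency is the fitted concentration of half-maximal effect; 100% = response of the positive control SU9516; nearly all actives have a fitted effect of over 60% in size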
#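 Alpha7betagal+/- myoblasts (passage 13) were plated 16-24 hr, then exposed to compounds (1:260 dilution of DMSO stock) for 48 hours at 37C. After MPER lysis, β-galactosidase reporter activity was read as FDG fluorescence (ex 480/em 540) after 30 minutes.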
# MBNL1 CUG block: inhibitors of human MBNL1 binding to CUG repeat RNA. actives 0.036% (n = 280,000). Potency, µM (highest dose often 57.5 µM), inactives show top-dose activity change, negative = inhibition, hits mostly inhibitors. TR-FRET MBNL1-His/biotin-(CUG)12 binding, 665/545 ratio; active = well fitted inhibition curve with a large enough effect in the signal ratio, with a control signal flat, not every such curve was filed as active; inconclusive = small, poorly fitted or top-dose-only effect, or effect the other way, or a change in a side signal; inactive = no such curve, though single readings can be large or run the other way; the % refers to the signal ratio; note: potency is the fitted concentration of half-maximal effect; % is set by controls: 0 for no effect and ±100 for the full control effect
#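 Inhibition of protein-RNA binding appears as loss of TR-FRET between terbium anti-His antibody on MBNL1-His and streptavidin-XL665 on biotin-(CUG)12. Activity is normalized to buffer-only and uninhibited-complex controls.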
# TRPV1 ag: human TRPV1 agonism. AID 540275. activation, % at 8.33 µM. actives 0.19% (n = 320,000). Q8NER1. TRPV1-expressing cells, Fluo-8 calcium influx, agonist mode; in the data active = activation above about 80%; inconclusive = between about 30% and that limit; note: 0% is about no effect
#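 Fluo-8 calcium influx in TRPV1-expressing cells, kinetic read (ex 480/em 520 nm). Compound added and read 3 min for agonist activity, followed by capsaicin at EC20 final and 2 min further read for enhancement.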
# KCNH2 3.1 inh: KCNH2 3.1 (human) potassium channel inhibition. U2OS KCNH2 3.1, thallium flux FluxOr; stronger effect = lower value. activity change, % (tested at about 1.8 µM). actives 0.95% (n = 340,000). AID 720553;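 active = maximum activity change below -70%; inconclusive = maximum activity change from -70% to -50%; inactive = maximum activity change above -50%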;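 note: thallium influx rate constant from kinetic fluorescence after stimulation buffer; % is set by controls: 0 for no effect and ±100 for the full control effect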
#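 Steps: virus added to U2OS suspension (4 h, RT, dark); medium with 10% FBS added, cells plated, 37 C overnight; FluxOr/Red40 loading buffer 45 min RT; stimulation buffer, 2 min kinetic read; rate constant normalized.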
# CXXC DNA block: blocks binding of human MLL CXXC domain to DNA | Potency, µM (series often up to 115 µM), without a hit: at the top dose activity change, negative = inhibition, usual class: inhibitors | actives 0.037% (n = 290,000) | MLL-CXXC / FITC-HOXA9 DNA fluorescence polarization | AID 2662; active = well fitted inhibition curve with a large enough effect in the polarisation, with a control signal flat, not every such curve was filed as active; inconclusive = small, poorly fitted or top-dose-only effect, or effect the other way, or a change in a side signal; inactive = no such curve, though single readings can be large or run the other way; the % refers to the polarisation; note: potency is the fitted concentration of half-maximal effect
#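 Fluorescence polarization: 7 uM MLL-CXXC (stock) preincubated 5 min with compounds, then 50 nM fluorescein-HOX-A9 DNA (stock) added; 30 min ambient. Buffer 50 mM Tris-HCl pH 7.5, 50 mM NaCl, 1 mM DTT, 0.05% BSA.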
# ASM inhibitor: inhibitors of human secretory acid sphingomyelinase. placental ASM, HMU-PC fluorogenic substrate, 60 min. actives 0.006% (n = 340,000). Potency, µM (top dose mostly 57.5 µM), for inactives: at the highest dose activity change, negative = inhibition, hits mostly inhibitors; note: potency is the fitted concentration of half-maximal effect
#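 Human placenta-derived ASM preincubated with compound 10 min at room temperature, then reacted with 9 uM (final) fluorogenic HMU-PC substrate for 60 min at 37 C. Stop solution raises pH to 10; fluorescence read at Ex 386/Em 447 nm.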
# hERG WT inh: blocks the wildtype human KCNH2 potassium channel; activity change, % at 1.84 µM; actives 0.37% (n = 340,000); Q12809; U2OS, BacMam KCNH2, thallium flux FluxOr; stronger effect = lower value; AID 720551;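 active = maximum activity change below -70%; inconclusive = maximum activity change between -70% and -50%; inactive = maximum activity change above -50%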; note: % is set by controls: 0 for no effect and ±100 for the full control effect
# Target sequence (Q12809 whole entry, looked up): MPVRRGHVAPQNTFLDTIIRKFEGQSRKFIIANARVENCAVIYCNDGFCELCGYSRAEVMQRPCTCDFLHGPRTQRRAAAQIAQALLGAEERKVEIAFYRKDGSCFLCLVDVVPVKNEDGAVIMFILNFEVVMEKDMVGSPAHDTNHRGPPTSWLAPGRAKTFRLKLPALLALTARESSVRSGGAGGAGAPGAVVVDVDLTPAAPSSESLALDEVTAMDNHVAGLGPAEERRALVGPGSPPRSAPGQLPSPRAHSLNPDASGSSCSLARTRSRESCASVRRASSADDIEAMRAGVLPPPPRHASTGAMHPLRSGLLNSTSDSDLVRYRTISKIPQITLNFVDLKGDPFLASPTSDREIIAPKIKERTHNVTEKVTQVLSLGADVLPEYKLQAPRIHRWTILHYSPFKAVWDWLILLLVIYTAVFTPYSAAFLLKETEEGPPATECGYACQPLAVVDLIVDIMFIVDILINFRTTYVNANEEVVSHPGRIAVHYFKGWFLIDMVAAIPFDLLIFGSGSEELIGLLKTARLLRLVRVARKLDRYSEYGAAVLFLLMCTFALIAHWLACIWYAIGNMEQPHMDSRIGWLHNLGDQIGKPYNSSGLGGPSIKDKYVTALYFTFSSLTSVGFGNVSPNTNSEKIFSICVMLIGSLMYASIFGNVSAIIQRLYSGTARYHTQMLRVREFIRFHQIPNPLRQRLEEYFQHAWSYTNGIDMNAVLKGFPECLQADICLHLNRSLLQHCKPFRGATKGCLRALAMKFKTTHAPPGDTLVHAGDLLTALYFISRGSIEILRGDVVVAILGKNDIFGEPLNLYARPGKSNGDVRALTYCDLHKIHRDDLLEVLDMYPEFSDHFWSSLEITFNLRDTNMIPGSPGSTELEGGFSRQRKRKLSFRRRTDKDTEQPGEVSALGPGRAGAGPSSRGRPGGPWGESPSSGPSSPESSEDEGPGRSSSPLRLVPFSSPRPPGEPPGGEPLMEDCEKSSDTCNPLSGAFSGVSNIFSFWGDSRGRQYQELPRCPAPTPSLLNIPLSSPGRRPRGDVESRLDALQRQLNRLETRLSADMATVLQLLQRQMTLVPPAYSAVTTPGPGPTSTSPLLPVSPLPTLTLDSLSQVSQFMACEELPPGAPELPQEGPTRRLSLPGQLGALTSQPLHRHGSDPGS
#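 U2OS cells transduced with wild-type KCNH2 virus are loaded with FluxOr dye for 45 min, and thallium flux is measured in kinetic reads before and after stimulation buffer. Rate constants are normalized to DMSO controls.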
# GALK inh: galactokinase (human) inhibition; actives 0.007% (n = 270,000); Purified GALK, Kinase-Glo residual ATP luminescence; Potency, µM (titrated, usually from 57.5 µM), for the others: at the top dose activity change, negative = inhibition, usual class: inhibitors; P51570; note: potency is the fitted concentration of half-maximal effect; % is set by controls: 0 for no effect and ±100 for the full control effect
#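 Compounds were pin-transferred into ATP buffer (35 uM final), then GALK plus galactose (5 nM, 100 uM final) was added. After 1 h at room temperature, Kinase-Glo Plus was added and luminescence read after 10 min.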
# An asterisk follows results filed as active; ? = inconclusive; . = not tested or not shown; [ ] = another dose, or the depositor's remark. Unless noted, calls come from the whole dose curve; as a rule, active = well fitted curve in the direction sought with a large enough effect; inconclusive = small, poorly fitted or top-dose-only effect, or another doubt; inactive = no such curve, though single readings can be large; an effect the other way counts as inactive or inconclusive.
SMILES,FBPA coupling cs,AT treatment,Integrin act MD,MBNL1 CUG block,TRPV1 ag,KCNH2 3.1 inh,CXXC DNA block,ASM inhibitor,hERG WT inh,GALK inh
CCS(=O)(=O)Nc1cc(OC)c(OC)cc1Cc1nccc2cc(OC)c(OC)cc12,1.6,11.3%,-15.1%,-5.6%,-0.8,5.7,-9.3%,-0.8%,-4.3,-2.0%
Cc1cc(F)ccc1NC(=O)c1cccnc1,0.1,-0.6%,-24.3%,2.6%,1.1,12.9,-4.2%,3.5%,3.0,0.3%
O=C1CC(NC2CCN(C(=O)c3cccc(F)c3)CC2)C(=O)N1 (stereo not given),1.0,-8.3%,6.9%,-0.3%,-2.1,11.9,12.1%,-1.4%,8.0,2.8%
COc1ccc(N2CCN(C3CCCN(C(=O)CN4CCOC4=O)C3)CC2)cc1 (stereo not given),.,15.4%,28.4%,3.3%,-3.7,-6.4,0.9%,2.2%,5.1,-0.3%
CCOC(=O)C1(CC2CCCCO2)CCN(S(=O)(=O)c2cc(C)cs2)CC1 (stereo not given),-0.8,4.9%,?,-10.4%,?,1.8,-1.4%,5.4%,1.8,3.9%
CCCCNCc1cc(Br)c(OCc2cccs2)c(OC)c1,-1.0,0.3%,-59.5%[inhibitor],-5.3%,0.6,-7.3,?,0.5%,7.4,1.4%
CN(Cc1ccccc1)C(=O)c1ccc(NC(=O)Cc2cccc(NC(=O)C3CCCN(C(=O)C4CCCCC4)C3)c2)cc1 (stereo not given),.,-7.9%,3.9%,.,-0.6,.,.,-9.2%,.,.
CC(=O)c1c(C)nc2ccc(Br)cc2c1C(=O)O,2.0,5.9%,-26.9%,-6.6%,-1.6,-0.3,11.6%,-0.8%,-9.4,3.2%
O=C(Cc1ccsc1)Nc1cc(F)ccc1F,-0.5,-0.4%,6.4%,-4.0%,15.3,6.9,1.7%,-4.0%,13.1,0.4%
COc1cccc(/C=C2\SC(=S)NC2=O)c1OS(=O)(=O)c1ccc(NC(C)=O)cc1,16.9,-5.8%,?,.,-3.2,5.1,-16.3%,-5.7%,-5.8,-0.9%
COCCN(CCOC)S(=O)(=O)c1ccc(C(=O)Nc2nc3c(s2)CCc2ccccc2-3)cc1,0.2,-7.0%,15.2%,4.5%,-6.7,-12.8,19.2%,0.9%,-2.2,0.8%
CCOC(=O)CSc1nc2cc(C(=O)NCc3ccco3)ccc2c(=O)n1C1CCCCC1,0.5,4.9%,9.9%,-4.5%,1.4,3.1,15.3%,-1.2%,-6.6,0.8%
COc1ccc(Nc2nc(N3CCCC3)c3ccccc3n2)cc1,1.0,1.6%,-42.3%,-19.1%,8.5,-1.0,?,-5.1%,10.2,-0.5%
O=C(NC1CCCCC1)c1cc(F)cc2c1OCOC2,-2.4,-0.7%,22.8%,-7.4%,13.4,3.7,-2.8%,1.2%,-4.3,.
COc1cccc(-n2c(SCC(=O)Nc3sc4c(c3C(N)=O)CCC4)nc3ccccc3c2=O)c1,-0.9,-4.7%,-11.5%,7.8%,-2.8,-23.6,13.6%,-3.2%,7.1,.
CC(C)(C)OC(=O)N1CCC2(CC1)Oc1ccc(F)cc1C(=O)C21CC(c2cccnc2)=NO1 (stereo not given),4.3,0.0%,12.9%,-14.2%,?,.,-1.9%,-2.4%,.,5.1%
CCCCCCCCCCC(=O)Nc1cccnc1,-2.4,3.5%,.,4.5%,?,.,3.5%,.,.,-2.4%
COc1cc2c(cc1NC(=O)COC(=O)[C@@H](NS(=O)(=O)c1cccc(Cl)c1)C(C)C)oc1ccccc12,-1.3,1.5%,-4.9%,?,0.4,-28.0,9.9%,-7.2%,3.6,-2.2%
COc1cccc(CC(NC(C)=O)C(=O)NC2CCN(c3nc(C)cc(C)c3C#N)CC2)c1OC (stereo not given),0.3,3.3%,11.2%,1.2%,.,-14.2,2.8%,5.5%,0.1,-0.8%
CC(C)N=C(NS(=O)(=O)c1ccccc1)C(Cl)(Cl)Cl,1.0,15.0%,-3.8%,?,24.5,-5.4,?,-0.9%,4.9,.
CCc1nnc(SCC(=O)N2CCc3ccccc32)n1CC,.,6.8%,10.3%,2.9%,-1.4,5.1,7.2%,5.6%,21.2,3.5%
Cc1ccc(-c2nn3c(C)nnc3s2)cc1NC(=O)c1cccnc1,3.5,-1.5%,23.7%,-3.8%,-0.4,5.2,-6.5%,4.7%,-17.6,5.3%
COc1ccc(C(C)(C)C)cc1NC(=O)c1cccc(S(=O)(=O)N2CCN(C(C)=O)CC2)c1,1.0,2.4%,-20.5%,-4.0%,11.1,-26.4,8.9%,14.0%,-7.6,5.9%
C=C(C)C1Cc2c(C)nn(-c3nc(C)cc(C)n3)c2C1 (stereo not given),0.4,3.7%,-8.8%,-5.8%,23.9,-2.5,14.4%,0.0%,-6.0,3.1%
CCCCCC1CC(CC(C)C(=O)Nc2nncs2)C(=O)O1 (stereo not given),2.6,1.2%,-4.5%,-11.1%,-1.9,23.6,3.7%,-0.3%,-33.6,-4.4%
CCNC(=O)C(Sc1ccccc1)c1ccccc1 (stereo not given),-0.6,-5.2%,9.3%,-6.2%,-1.0,2.4,-2.2%,5.6%,-0.5,-0.2%
Fc1ccc(NC(=S)N2CCc3ccccc3C2)c(F)c1,0.8,2.9%,-24.5%,-4.3%,10.4,24.2,?,4.2%,-3.0,-2.4%
C/C(=N/O)c1ccc(N2C(=O)C3C4C=CC(C3C2=O)C2C3C(=O)N(c5ccc(/C(C)=N/O)cc5)C(=O)C3C42)cc1 (stereo not given),0.5,2.1%,.,-2.3%,3.7,.,-1.5%,.,.,0.3%
CCC(=O)N(CCc1ccccc1)Cc1cc2cc3c(cc2[nH]c1=O)OCO3,2.5,11.5%,18.6%,-3.8%,-5.5,-5.9,2.1%,15.9%,13.1,-1.6%
COC(=O)c1c(-c2ccc(SC)cc2)sc2ccccc12,.,19.2%,-14.9%,.,3.9,7.1,.,91.1%,-7.9,.
O=C(/C=C/c1ccc2c(c1)OCO2)NCc1cn2cc(Cl)ccc2n1,0.5,-6.6%,-23.0%,2.7%,7.6,-0.2,5.4%,2.1%,-2.4,13.7%
CCCS(=O)(=O)N1CCN=C1SCc1cccc(C)c1,4.9,2.0%,-8.1%,-8.4%,5.6,.,-3.2%,2.2%,-40.4,0.8%
Cc1csc(NC(=O)C2CCCCC2C(=O)O)n1 (stereo not given),4.2,3.3%,1.9%,1.9%,-0.1,7.2,-4.1%,3.8%,6.6,2.6%
CCCCN(C(=O)c1cc(S(=O)(=O)N2CCCCC2)ccc1Cl)c1c(N)n(CC(C)C)c(=O)[nH]c1=O,.,.,-13.7%,.,.,1.8,.,7.2%,1.3,.
O=C1CN2CCC1C/C2=C\c1ccnc2c(Cl)cccc12 (stereo not given),5.5,6.5%,1.9%,0.4%,-6.5,23.8,0.5%,-2.6%,-1.4,4.2%
O=C1c2cccc3c(N4CCCCC4)ccc(c23)C(=O)N1c1ccccc1O,-3.3,5.0%,-44.0%[inhibitor],?,?,-1.5,?,?,-12.9,-2.3%
CCOC(=O)C1CCN(C(=O)c2ccc(N(C)S(=O)(=O)c3ccc(OC)cc3)cc2)CC1,1.5,6.6%,-22.4%,-13.6%,-4.9,7.1,-0.8%,7.2%,7.8,0.0%
COCc1ccc(C(=O)N2CCCC(N(C)CCc3ccc(OC)c(OC)c3)C2)s1 (stereo not given),.,-5.3%,8.4%,-12.5%,0.1,1.2,2.6%,.,14.8,2.7%
Cc1ccc(S(=O)(=O)Cn2nnnc2C(C(C)C)N2CCN(c3nc4ccccc4s3)CC2)cc1 (stereo not given),0.4,.,-7.4%,23.4%,-1.6,-22.8,-6.7%,-5.6%,16.7,0.3%
Cc1c(NCc2ccncc2)cccc1C(=O)O,-1.3,0.2%,19.9%,-4.5%,-2.1,-14.2,-1.7%,-0.2%,-1.5,7.4%

# Some of these compounds in order of number of heavy atoms, ascending:
SMILES,FBPA coupling cs,AT treatment,Integrin act MD,MBNL1 CUG block,TRPV1 ag,KCNH2 3.1 inh,CXXC DNA block,ASM inhibitor,hERG WT inh,GALK inh
COc1cccc(/C=C2\SC(=S)NC2=O)c1OS(=O)(=O)c1ccc(NC(C)=O)cc1,16.9,-5.8%,?,.,-3.2,5.1,-16.3%,-5.7%,-5.8,-0.9%
CCOC(=O)C1CCN(C(=O)c2ccc(N(C)S(=O)(=O)c3ccc(OC)cc3)cc2)CC1,1.5,6.6%,-22.4%,-13.6%,-4.9,7.1,-0.8%,7.2%,7.8,0.0%
COc1ccc(C(C)(C)C)cc1NC(=O)c1cccc(S(=O)(=O)N2CCN(C(C)=O)CC2)c1,1.0,2.4%,-20.5%,-4.0%,11.1,-26.4,8.9%,14.0%,-7.6,5.9%
